GalR3 antagonist: GalR3 antagonists in HEK293 cells, primary screen, cell-based, fluorescence readout; AID 651719, 2012; Galanin receptor type 3 (Homo sapiens), O60755; 0.44% of 360,000 active; inhibition, % at 3 µM; HEK293 GalR3-CNG cAMP membrane potential fluorescence; galR3 body fused to GalR1 C-terminus;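 active = inhibition above the screen-wide average plus 3 SD, cut at about 13% in these data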;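 also: forskolin and galanin both at EC90 stimulate the cells; cAMP rise reported by CNG channel membrane potential dye signal; 0% = forskolin plus galanin with DMSO and 100% = forskolin alone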
Target sequence (O60755 1-299 limits assumed): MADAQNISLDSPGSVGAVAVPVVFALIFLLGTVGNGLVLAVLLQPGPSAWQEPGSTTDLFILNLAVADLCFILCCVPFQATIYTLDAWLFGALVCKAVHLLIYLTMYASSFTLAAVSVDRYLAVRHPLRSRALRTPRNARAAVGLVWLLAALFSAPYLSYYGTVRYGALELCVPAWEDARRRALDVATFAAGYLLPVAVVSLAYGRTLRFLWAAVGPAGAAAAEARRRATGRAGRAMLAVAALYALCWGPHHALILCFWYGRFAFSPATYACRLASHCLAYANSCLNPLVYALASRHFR
Starred values were filed as active, the others as inactive.

Molecule | GalR3 antagonist
CN(CCc1ccccc1)C(=O)c1ccc(NC(=O)Cc2ccc(NC(=O)C3CCCN(C(=O)C4CCC4)C3)cc2)cc1 (stereo not drawn) | -7.3
CCCCNC(=O)c1nc(-c2cnc(C)cn2)oc1-c1ccc(Cl)cc1 | -0.5
CC(=O)Nc1cccc(C(=O)OCC(=O)N(c2ccccc2)C2CCS(=O)(=O)C2)c1 (stereo not drawn) | 0.2
Cc1ccc(NC(=O)c2ncn(CCCN(C)CCc3ccccn3)n2)cc1C | -4.0
COc1cccc(CN2CC(C(=O)N3CCSCC3)CCC2=O)c1 (stereo not drawn) | -6.8
O=C1OC(c2cc(Br)c(O)c(Br)c2)c2ccccc21 (stereo not drawn) | -0.8
CCCCCCC(=O)Oc1cccc(C2=CC(=O)CC(C)(C)C2=O)c1 | -6.0
O=C(NCc1ccccn1)C1CCN(S(=O)(=O)c2ccccc2C(F)(F)F)CC1 | -5.0
Cc1ccc(S(=O)(=O)N(C)C[C@@H]2Oc3ncc(C#CCC(C)C)cc3C(=O)N([C@H](C)CO)C[C@H]2C)cc1 | -7.1
CC(CNC(=O)Cn1cnc2c(NCc3ccccc3)ncnc21)c1ccccc1 (stereo not drawn) | -7.2
COc1ccc(NC(=O)C2Cc3c(-c4cccc(C(C)=O)c4)ccnc3O2)cn1 (stereo not drawn) | -2.1
CC[C@H]1O[C@H](C)CC2=C1C(=O)OC(C)(C)O2 | -6.4
COc1ccc(C(C)(C)C)cc1NC(=O)OC[C@@H]1CSCCS(=O)(=O)N1 | -7.3
CCNC(=O)C1(C)CCN(C(=O)c2cc(OC)c(OC)c(OC)c2)C1 (stereo not drawn) | -3.5
CCC(C)[C@H](NS(=O)(=O)c1ccc(F)cc1Br)C(=O)OC (stereo partly drawn) | -5.9
Cn1cnc2ncnn2c1=S | -1.4
CCOc1ccc(S(=O)(=O)N2CCCCC2)cc1NC(=O)C1CCCC1 | -5.9
CSc1ncc2[nH]c(C(O)c3ccccc3)nc2n1 (stereo not drawn) | -5.7
CC1(C(=O)NS(=O)(=O)c2cccc(C#N)c2)CCN1C(=O)Cc1ccccc1 (stereo not drawn) | -1.6
CC(C)COC(=O)N(C)C[C@@H]1OCc2cnnn2CCCC(=O)N([C@H](C)CO)C[C@H]1C | 0.8
Cc1cn([C@H]2C[C@H](O)[C@@H](CNS(=O)(=O)c3ccc(NS(=O)(=O)N(C)C)cc3)O2)c(=O)[nH]c1=O | -8.3
COc1ccc(CNC(=O)C[C@H]2C[C@H](C(=O)N3CCOCC3)[C@@]3(CCC4CCCC4)c4[nH]c5cc(-c6ccco6)ccc5c4CCN3C2=O)cc1OC | -4.4
COCCNc1nc(Oc2ccc(C(N)=O)cc2)c2sccc2n1 | -5.9
O=[N+]([O-])c1ccc2cn(C3OC(CO)C(O)C3O)nc2c1 (stereo not drawn) | -4.2
COc1ccc2c(c1)nc(-c1cccc(Br)c1)c(=O)n2C(c1ccccn1)c1nc2ccccc2[nH]1 (stereo not drawn) | -3.0
CCc1cc(-c2nnn(CCC3COCCO3)c2CC)ccc1-c1cn(Cc2ccccc2)nn1 (stereo not drawn) | -3.7
c1ccc(-c2cc(-c3cc(-c4ccccc4)on3)no2)cc1 | -4.8
CN(CC(=O)Nc1ccc(F)c(F)c1F)C(=O)C1CCCN1C(=O)c1cccs1 (stereo not drawn) | -7.1
CC(=O)C1CN(S(=O)(=O)c2ccc(C)cc2)C(c2ccccc2)CC1C (stereo not drawn) | -7.9
COC(=O)N(C)C[C@@H]1OCc2cnnn2CCCC(=O)N([C@H](C)CO)C[C@H]1C | 2.2

A few values from the results shown.
For GalR3 antagonist, COC(=O)N(C)C[C@@H]1OCc2cnnn2CCCC(=O)N([C@H](C)CO)C[C@H]1C has 2.2
For GalR3 antagonist, CC(=O)Nc1cccc(C(=O)OCC(=O)N(c2ccccc2)C2CCS(=O)(=O)C2)c1 (stereo not drawn) has 0.2
For GalR3 antagonist, O=C(NCc1ccccn1)C1CCN(S(=O)(=O)c2ccccc2C(F)(F)F)CC1 has -5.0
For GalR3 antagonist, CCOc1ccc(S(=O)(=O)N2CCCCC2)cc1NC(=O)C1CCCC1 has -5.9

Other results:
Molecule | GalR3 antagonist
O=c1[nH]cc(NCc2ccccc2)c(=O)[nH]1 | -4.0
O=CNc1cc(-c2ccc(C(=O)NC3CC3)cc2)cn2c(-c3ccccc3)cnc12 | -7.2
CN(Cc1ccc(F)cc1)S(=O)(=O)c1ccc2[nH]c(=O)[nH]c2c1 | -6.7
CN(C)c1ccc(C=Cc2ccnc3ccccc23)cc1N | -7.2
COc1ccc(CN2C[C@@H](CO)O[C@@H](n3cnc4c(N(C)C)ncnc43)C2)cc1 | -7.1
C[C@]1(CC/C(=C/CO)CO)[C@H](C=O)CC[C@@]23COC(=O)C2=CCC[C@@H]31 | -4.5
COc1ccc(NC(=O)Nc2ccc3c(c2)C(=O)N([C@H](C)CO)C[C@H](C)[C@H](CN(C)Cc2ccc(C(=O)O)cc2)OCCCC[C@@H](C)O3)cc1 | -3.7
CC(C)C1(c2ccsc2)NC(=O)NC1=O (stereo not drawn) | -7.6
COc1cc(OC)cc(C(=O)N2CCN(C3CCC(C)CC3)CC2)c1 (stereo not drawn) | -1.1
COc1ccc(C(=O)N2CCC(C)(C(=O)NS(=O)(=O)C3CC3)C2)c(OC)c1 (stereo not drawn) | -7.2
Cc1cc(=O)oc2cc(OCC(=O)NC3(C#N)CCCCC3)c(Cl)cc12 | -3.3
COc1ccc(Br)c(Cn2c(C)c(C(=O)NCc3ccc4c(c3)OCCO4)sc2=O)c1 | -1.8
COc1cccc(-c2cnc3c(NC=O)cc(-c4ccc(N(C)C)cc4)cn23)c1 | -4.2
CCCCNC(=O)C1(C)CCCCN1CC(=O)c1ccc(OC)cc1 (stereo not drawn) | -7.9
Cc1cc(F)ccc1-c1cc(C(=O)NCc2cc(C(F)(F)F)cc(C(F)(F)F)c2)[nH]n1 | -4.9
O=C(NNC(=O)c1csc(-c2cccs2)n1)c1ccc(Cl)cc1 | -1.9
O=C(NN=Cc1ccc([N+](=O)[O-])cc1)C1CC1 | -6.2
C[C@H](O)[C@@H]1C(=O)N2CCc3c([nH]c4cccc(-c5ccccc5)c34)[C@@H]2C[C@@H]1N(C)C(=O)NC1CCCCC1 | -9.8
CC(=O)Nc1cc(-c2ccc(N3CCN(C)CC3)cc2)cn2c(-c3ccc(F)cc3)cnc12 | -4.2
CN(CCc1ccccc1)C(=O)c1ccc(NC(=O)Cc2ccc(NC(=O)C3CCN(C(=O)c4ccccc4)CC3)cc2)cc1 | -6.2
CCCc1c(Cc2cccc(F)c2)ncn1CCc1ccccc1OC | -7.5
CN(C)C(=O)CCc1ccc2c3c([nH]c2c1)[C@]1(CCC2CCCC2)[C@@H](C(=O)N2CCOCC2)C[C@H](CC(=O)NCc2cccc(C(F)(F)F)c2)C(=O)N1CC3 | -6.7
O=C1CC=Nc2ccc([N+](=O)[O-])cc21 | -4.9
C[C@@H]1CN([C@H](C)CO)C(=O)CCCn2nncc2CO[C@H]1CN(C)Cc1ccc2cccnc2c1 | -6.0
C[C@H](NS(=O)(=O)c1ccc(Cl)cc1)C(=O)OCC(=O)Nc1cc(S(=O)(=O)N2CCOCC2)ccc1Cl | -6.2
CCN1C[C@@H]2[C@@H]3C(=O)N(C)C(=O)[C@@H]3[C@](CC)(C1=O)N2C(=O)c1ccc(Cl)cc1 | -7.0
CCC(=O)c1ccc(OC)c(OC)c1OCc1ccccc1 | -7.6
CC(C)=CCC/C(C)=C/CNC(=O)C[C@H]1C[C@H](C(=O)N(C(C)C)C(C)C)[C@@]2(C)c3[nH]c4cc(-c5ccco5)ccc4c3CCN2C1=O | -5.5
CCC(c1nc2ccccc2[nH]1)n1c(-c2cccnc2)nc2ccccc21 (stereo not drawn) | -6.0
Nc1c(Cl)cc2c(c1Br)Cc1ccccc1-2 | 2.0

Two entries from above, as labelled records.
CN(C)C(=O)CCc1ccc2c3c([nH]c2c1)[C@]1(CCC2CCCC2)[C@@H](C(=O)N2CCOCC2)C[C@H](CC(=O)NCc2cccc(C(F)(F)F)c2)C(=O)N1CC3
  GalR3 antagonist: -6.7
O=C1CC=Nc2ccc([N+](=O)[O-])cc21
  GalR3 antagonist: -4.9

(further entries)
Molecule | GalR3 antagonist
O=C(CN1CCN(c2cnn(-c3ccccc3)c(=O)c2Cl)CC1)NC1CCS(=O)(=O)C1 (stereo not drawn) | -3.6
NC(c1ccccc1)c1csc(Nc2ccc(C(=O)NCCCO)cn2)n1 (stereo not drawn) | -1.4
C#CCOCCOCCOCCNc1nc(N2CCN(C(=O)[C@H](CCCCN)n3cc(CC(C)O)nn3)CC2)nc(N2CCN(C(=O)[C@H](Cc3ccc(O)cc3)n3cc(CCO)nn3)CC2)n1 (stereo partly drawn) | -3.1
COc1ccc2[nH]c3c(c2c1)CCN1C(=O)C(CC(=O)NCCc2ccccn2)C[C@H](C(=O)N2CCCCC2)[C@@]31CCc1ccccc1 (stereo partly drawn) | -6.7
C/C=C1\NC(=O)[C@H](C)NC(=O)[C@@H](NC(=O)[C@H](Cc2ccc(O)cc2)NC(=O)[C@@H](NC(=O)/C(C)=C/C)C(C)C)[C@@H](C)OC(=O)[C@H](CC(C)C)NC(=O)[C@@H](CCC(=O)O)NC1=O | -3.6
COc1ccc(Cl)cc1C(=O)OCC(=O)c1c(N)n(C)c(=O)n(C)c1=O | -1.1
O=C(c1cc(Cl)cc(Cl)c1)N1CCC2CC1c1cc(-c3ccc4c(c3)OCO4)ccc12 (stereo not drawn) | 1.3
Cc1cccc(C(O)c2ncc(-c3cccc(C(F)(F)F)c3)[nH]2)c1C (stereo not drawn) | -1.8
COC(=O)[C@]12C[C@H](CC(=O)NCc3ccc(C)o3)C(=O)N(CCC3=CCCCC3)C1=C[C@H](C(C)(C)C)O[C@@H]2C | -7.3
O=C(Nc1ccc2c(c1)OCCO2)C(c1ccccc1F)n1c(=O)c(-c2cc3ccccc3[nH]2)nc2ccccc21 (stereo not drawn) | -0.4
CC(C)(C)c1ccc(S(=O)(=O)N2CCN(C(=O)c3ccc4c(c3)C(=O)N(Cc3ccncc3)C4=O)CC2)cc1 | 0.6
CC1CCN(C(=O)c2[nH]cnc2C(=O)N(C)CCO)CC1 | -1.1
CCOC(=O)CC(=O)Nc1cc2ccc(OC)c(OC)c2cc1C(=O)OCC | 0.5
CC[C@]1(C(=O)OC)[C@H]2C(=O)N(C)C(=O)[C@H]2[C@H]2CN=C(SCc3ccc(C(=O)OC)cc3)N21 | -4.4
C=CCSc1nc2sc3c(c2c(=O)[nH]1)CC(C)(C)OC3 | -2.4
CN(C)CC(=O)Nc1ccc2c(c1)[C@H]1C[C@H](CC(=O)NCc3ccc4c(c3)OCO4)O[C@H](CO)[C@H]1O2 | -3.0
O=C(COC(=O)c1ccccc1)NCCCCc1ccccc1 | -4.0
C(=NNc1nnn(Cc2ccccc2)n1)c1ccccc1 | -2.5
CN(C)c1cccc(CNC(=O)c2csc([C@@H]3C[C@H](O)[C@@H](CO)O3)n2)c1 | -4.0
COc1ccc(Cl)cc1NC(=O)CSc1nnc(C2CC2)n1N | 0.2
O=C(COC(=O)c1ccc2ncsc2c1)Nc1cc(Cl)ccc1F | -0.8
C[C@@H]1CN([C@H](C)CO)C(=O)c2cc(C#Cc3ccccc3F)cnc2O[C@@H]1CN(C)S(=O)(=O)c1ccccc1F | -0.2
COc1ccc(CNC(=O)C[C@@H]2C[C@H]3c4cc(NC(=O)NC5CCCC5)ccc4O[C@H]3[C@H](CO)O2)cc1 | -6.7
COc1ccc2cc(CNCCOCCOCCNCc3ccc4cc(OC)ccc4c3)ccc2c1 | -7.3
COC(=O)C1=C(C)N(Cc2cccc(C(F)(F)F)c2)C(=NCC2CC2)NC1c1ccccc1 (stereo not drawn) | -7.2
C[C@H](CO)N1C[C@H](C)[C@@H](CN(C)S(=O)(=O)c2ccccc2)Oc2c(NC(=O)C3CC3)cccc2C1=O | -0.3
CC1(C(=O)NS(=O)(=O)c2cccc(Cl)c2)CCN1C(=O)CC1CCCC1 (stereo not drawn) | -5.8
CCOC(=O)C1CCN(C(=O)COC(=O)CNS(=O)(=O)c2ccc(SC)c([N+](=O)[O-])c2)CC1 | -6.1
CCN(c1ccccc1)S(=O)(=O)c1ccc(Cl)c(NC(=O)CSc2nc(N)cc(=O)[nH]2)c1 | -8.2
COc1cccc(-c2nc(-c3ccccc3)c3ccc(Cl)cc3n2)c1 | 2.8
O=C(OCN1C(=O)c2ccccc2C1=O)c1cc(S(=O)(=O)N2CCOCC2)ccc1F | 12.6*
Brc1ccc2nc(C3CCCCC3)c(CC3CCCCC3)n2c1 | -4.5
C(=NOCc1ccccc1)c1ccccn1 | 2.5
C[C@@H](O)C#Cc1ccc2c(c1)O[C@H](CN(C)C(=O)Nc1ccccc1)[C@@H](C)CN([C@@H](C)CO)S2(=O)=O | -4.0
CC1(C)OC(=O)C2=C(C[C@@H](CCc3ccccc3)O[C@@H]2c2ccc(Cl)cc2)O1 | 1.1
O=[N+]([O-])c1ccc(NN=C2CC3CCC2C3)c([N+](=O)[O-])c1 (stereo not drawn) | -5.5
OC(CSc1nnnn1-c1ccccc1)Cn1c2ccccc2c2ccccc21 (stereo not drawn) | -6.9
CN(C)CCNC(=O)C1Cc2c(-c3ccccc3Oc3ccccc3)ccnc2O1 (stereo not drawn) | -5.8
COC(=O)c1c(N)[nH]c(C(=O)c2ccccc2)c1-c1ccccc1Br | -5.3
CC(C)CNc1ncnc2c1ncn2[C@H]1CN(CCN2CCOCC2)C[C@@H](CO)O1 | -5.8
CC(=O)C1CCC2C3CCC4=CC(=O)CCC4(C)C3(Br)C(=O)CC12C (stereo not drawn) | -3.2
CC(=O)Nc1ccc(S(=O)(=O)O)c(OC(C)=O)c1 | -3.1
COc1ccc(C(C)(O)c2nc(-c3ccc(N(C)C)cc3)cs2)cc1 (stereo not drawn) | -7.4
CCn1c(SCC(=O)N(C)c2c(N)n(Cc3ccccc3)c(=O)[nH]c2=O)nnc1-c1cccs1 | -6.1
COc1ccc(OC)c(/C=C/c2ccnc3ccccc23)c1 | -4.3

Compound activity as filed in PubChem.

This is a subset; count on the stated rates, not on these rows.
